# Apaf1 inhib = human Apaf-1 inhibition; O14727; reconstituted apoptosome caspase-3 activity, DEVD-Rh110 fluorescence; inhibition, % at 20 µM; 330,000 tested, 0.71% active; AID 489030; active means inhibition of at least 40% at 20 µM;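 further: plate controls were DMSO wells for no effect and DEVD-CHO caspase inhibitor wells for full effect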
#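 Assay system – apoptosome proteins · Medium – Hepes buffer, pH 7.5 · Also added – cytochrome c with DEVD-Rh110 · Timing – 30 min compound preincubation, 50 min activation, room temperature · Detection – Rh110 fluorescence, excitation 480 nm, emission 540 nm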
# UBC13 polyUb = blocks human UBC13 polyubiquitin chain formation. P61088. TR-FRET. inhibition, % at 20 µM. 330,000 tested, 0.47% active. AID 485273; in the data active means inhibition above about 45%, passing the limit was not always enough
# Target sequence (P61088 whole entry, looked up): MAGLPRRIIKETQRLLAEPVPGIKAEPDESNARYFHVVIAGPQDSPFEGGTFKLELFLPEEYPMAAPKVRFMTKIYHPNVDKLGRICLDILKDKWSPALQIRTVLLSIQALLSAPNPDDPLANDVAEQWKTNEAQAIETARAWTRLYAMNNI
# EBI2 block = blocks human EBI2 receptor beta-arrestin signaling | P32249 | inhibition, % at 5 µM | EBI2 beta-arrestin recruitment, luminescence, 7a,25-OHC stimulated | 360,000 tested, 0.81% active; in the data active means inhibition above about 38%;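 further: enzyme fragment complementation signal reports receptor beta-arrestin coupling in cells; 0% = agonist plus DMSO wells and 100% = wells without agonist; some results beyond the cut were filed as inactive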
# Target sequence (P32249 whole entry, looked up, the tested form may be a part): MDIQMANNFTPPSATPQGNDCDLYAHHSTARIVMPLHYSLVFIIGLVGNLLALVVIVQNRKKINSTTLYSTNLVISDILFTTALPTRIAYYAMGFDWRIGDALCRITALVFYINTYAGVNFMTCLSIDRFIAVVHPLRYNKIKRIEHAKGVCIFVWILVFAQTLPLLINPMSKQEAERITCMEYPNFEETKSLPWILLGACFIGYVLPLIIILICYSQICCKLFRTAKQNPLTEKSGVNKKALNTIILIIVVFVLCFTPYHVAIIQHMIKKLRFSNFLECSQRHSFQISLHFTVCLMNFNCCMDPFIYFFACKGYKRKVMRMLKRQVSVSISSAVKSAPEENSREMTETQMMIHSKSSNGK
# Jurkat NFkB inh = inhibitors of the PMA/ionomycin-induced NF-kB reporter in Jurkat cells. PMA/ionomycin-induced NF-kB luciferase reporter, luminescence. inhibition, % at 4 µM. 330,000 tested, 0.53% active
# SENP8 block = inhibitors of human SENP8 protease. purified SENP8, Z-RLRGG-aminoluciferin cleavage, luminescence. inhibition, % at 10 µM. 330,000 tested, 1.2% active. AID 2540
# Target sequence (Q96LD8 whole entry, looked up): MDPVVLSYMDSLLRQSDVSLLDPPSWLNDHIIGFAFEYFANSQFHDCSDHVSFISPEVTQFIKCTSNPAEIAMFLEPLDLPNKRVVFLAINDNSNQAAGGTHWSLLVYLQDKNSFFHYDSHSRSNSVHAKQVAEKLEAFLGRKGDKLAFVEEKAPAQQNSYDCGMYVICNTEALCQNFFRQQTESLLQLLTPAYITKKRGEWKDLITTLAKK
# 697 NFkB inh = inhibitors of the PMA/ionomycin-induced NF-kB reporter in 697 B cells; 697 B-cell NF-kB luciferase reporter, 16 h; inhibition, % at 4 µM; 330,000 tested, 0.33% active; in the data active means inhibition above about 35%
# Gli-Sufu antag = Gli-Sufu pathway antagonism; Sufu-KO-LIGHT fibroblasts, Gli luciferase reporter luminescence; inhibition, % at 5 µM; 340,000 tested, 0.74% active;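 active means inhibition above about 55%, limit read from the data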;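 further: 0% = DMSO-treated cells and 100% = wells with medium but no cells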
# CCR6 antagonist = CCR6 (human) receptor antagonism; P51684; CHO-K1 CCR6 PathHunter beta-arrestin, luminescence, CCL20-stimulated; inhibition, % at 20 µM; 340,000 tested, 0.49% active; AID 493098;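 active means compounds whose inhibition of the agonist-driven luminescence signal at 20 µM reaches about 50%, limit read from the data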;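 further: cells stimulated with CCL20 at 14 nM final; plate controls were DMSO with CCL20 for no effect and DMSO without agonist for full effect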
# Numbers without * were called inactive; . = not tested or not shown. Unless noted, no stated cut-off is given here; in the data, active means inhibition above about 50%; inactive means the rest. An excerpt; rates above refer to the full screens.
cpd	molecule	Apaf1 inhib	UBC13 polyUb	EBI2 block	Jurkat NFkB inh	SENP8 block	697 NFkB inh	Gli-Sufu antag	CCR6 antagonist
1	CCCC(=O)NC(=S)Nc1ccccc1C(=O)OC	-6	13	1	13	-6	9	-1	9
2	CCC(=O)N1CCc2cc(Br)cc(S(=O)(=O)N3CCC(C(=O)NC(C)(C)C)CC3)c21	-12	2	-5	18	1	20	54	6
3	Cc1ccc2oc(C(=O)N(Cc3ccccc3)C3CCS(=O)(=O)C3)c(C)c2c1 (centres undefined)	27	-8	9	-25	5	-8	5	10
4	O=C(CN1CCN(c2ccccn2)CC1)Nc1ccc(Br)cc1	3	8	6	6	2	14	4	15
5	Cc1cc(NC(=O)Cn2c(=O)oc3ccc(Cl)cc32)no1	-11	10	-4	-2	-8	14	5	2
6	CC(=O)Nc1ccc(C(=O)c2ccccc2)cc1	-24	3	-4	-12	4	12	10	-12
7	CC(C)Sc1nnc(CNC(=O)C23CC4CC(CC(C4)C2)C3)n1C1CCCCC1	21	-1	-14	-9	0	-40	10	3
8	Cc1cccc(NC(=O)COC(=O)COc2ccc3c(c2)CCC3)c1	0	2	-4	6	0	-2	-3	-7

# Only Jurkat NFkB inh and 697 NFkB inh, for some of the entries so far:
entry	SMILES	Jurkat NFkB inh	697 NFkB inh
2	CCC(=O)N1CCc2cc(Br)cc(S(=O)(=O)N3CCC(C(=O)NC(C)(C)C)CC3)c21	18	20
3	Cc1ccc2oc(C(=O)N(Cc3ccccc3)C3CCS(=O)(=O)C3)c(C)c2c1 (centres undefined)	-25	-8
4	O=C(CN1CCN(c2ccccn2)CC1)Nc1ccc(Br)cc1	6	14
5	Cc1cc(NC(=O)Cn2c(=O)oc3ccc(Cl)cc32)no1	-2	14
6	CC(=O)Nc1ccc(C(=O)c2ccccc2)cc1	-12	12
7	CC(C)Sc1nnc(CNC(=O)C23CC4CC(CC(C4)C2)C3)n1C1CCCCC1	-9	-40
8	Cc1cccc(NC(=O)COC(=O)COc2ccc3c(c2)CCC3)c1	6	-2

# The results go on.
cpd	molecule	Apaf1 inhib	UBC13 polyUb	EBI2 block	Jurkat NFkB inh	SENP8 block	697 NFkB inh	Gli-Sufu antag	CCR6 antagonist
9	O=c1[nH]c(-c2ccc(-c3cccc(Cl)c3)o2)nc2ccccc12	13	8	4	-127	-5	-124	-89	-2
10	Cc1ccccc1NC(=O)CN1C(=O)c2cccnc2Oc2ccc(Cl)cc21	-1	7	-5	-1	-4	-4	-15	14
11	O=C(CC1CCCC1)Nc1cccc(Br)c1	9	7	14	-3	-7	-6	-29	20
12	CCOC(=O)c1cnc2c(OC)cccc2c1NCc1cccnc1	-10	-8	-5	-20	-7	-11	7	12
13	CCN1CCN(CC(O)COCc2ccccc2)CC1 (centres undefined)	8	-12	0	-20	-9	7	14	-13
14	CCOC(=O)Cc1csc(NC(=O)c2cc3ccccc3o2)n1	-6	-3	12	-17	18	1	6	1
15	CCN(CC)C(=O)Cn1cc(S(=O)(=O)CC(=O)Nc2ccc(F)cc2F)c2ccccc21	-1	0	5	8	2	-3	-9	-3
16	CN(/N=C/c1cccs1)c1cc(=O)n(C)c(=O)[nH]1	12	-23	-1	-5	-7	3	7	-9
17	C=CCOc1ccccc1CN(C(=O)CCl)c1ccc2c(c1)OCO2	16	8	-6	-3	-4	42*	14	13
18	O=C(O)c1cc(-c2cccc3ccccc23)nc2ccccc12	3	-2	1	19	5	0	28	9
19	O=C(NCCc1ccccc1)C(=O)NCC1CCNCC1	3	-2	.	0	0	14	.	.
20	Cc1csc(NC(=O)CSc2nc3ccccc3c(=O)[nH]2)n1	1	6	2	-9	0	0	13	-19
21	COc1ccc(Cc2c3cc(OC)c(OC)cc3cc[n+]2C)cc1OC	17	-12	-1	4	14	5	0	-6
22	Cc1cc2nc(C)n3c4ccccc4nc3n2n1	2	-4	-8	-15	1	33	16	11
23	CC(C)CN(CC(C)C)C(=O)c1cc(S(=O)(=O)N2CCCCC2)c[nH]1	-1	-4	-13	3	2	-6	6	10
24	Cc1cc(C(F)(F)F)n(-c2ccc(N)cc2)n1	11	-12	0	1	-1	-1	-3	2
25	CCOC(=O)c1c(NC(C)=O)sc2c(OC)cccc12	-4	13	0	-10	9	28	-1	5
26	Cc1cc(=O)n2nc(N3CCCC(C(=O)NC4CCC(C)CC4)C3)sc2n1 (centres undefined)	5	-3	6	-5	-14	3	-26	25
27	CCOc1ccc(OCC)c(S(=O)(=O)NC2CC(C)(C)NC(C)(C)C2)c1	-2	-12	1	4	-2	-9	-6	3
28	COc1cc(NC(=O)Cc2cccs2)cc(OC)c1	-7	5	7	-2	2	2	6	3
29	O=C(c1cccs1)[C@@H]1[C@@H]2C(=O)N(Cc3ccc4c(c3)OCO4)C(=O)[C@@H]2C2c3ccccc3C=CN21 (some centres undefined)	82*	-11	.	-9	40	-12	.	.
30	COC(=O)c1cc(OC)nc2ccc(Br)cc12	9	25	-3	2	0	26	.	7
31	COc1cc(CC(=O)OCC(=O)Nc2ncc(Cl)cc2Cl)cc(OC)c1OC	-8	-1	0	7	-3	-3	2	4
32	CCOC(=O)CSc1nc2sc(C)c(C)c2c(=O)[nH]1	1	19	5	7	-3	14	4	-5

# Complete entries, looked up by structure:
# Cc1cc(=O)n2nc(N3CCCC(C(=O)NC4CCC(C)CC4)C3)sc2n1 (centres undefined) is entered as Apaf1 inhib = 5; UBC13 polyUb = -3; EBI2 block = 6; Jurkat NFkB inh = -5; SENP8 block = -14; 697 NFkB inh = 3; Gli-Sufu antag = -26; CCR6 antagonist = 25
# CCOC(=O)c1c(NC(C)=O)sc2c(OC)cccc12 is entered as Apaf1 inhib = -4; UBC13 polyUb = 13; EBI2 block = 0; Jurkat NFkB inh = -10; SENP8 block = 9; 697 NFkB inh = 28; Gli-Sufu antag = -1; CCR6 antagonist = 5

# Further records follow.
cpd	molecule	Apaf1 inhib	UBC13 polyUb	EBI2 block	Jurkat NFkB inh	SENP8 block	697 NFkB inh	Gli-Sufu antag	CCR6 antagonist
33	CC(=O)NCCc1nc2ccccc2[nH]1	6	-2	-5	5	4	4	2	-7
34	CC(C)c1ccc(NC(=O)CSc2nc3ncccc3[nH]2)cc1	7	10	2	8	0	-17	1	5
35	N#Cc1c(-c2ccco2)ccn(Cc2cccc(F)c2)c1=O	-13	19	6	-9	-7	6	-2	24
36	CN1C(=S)N(c2cccnc2)C(=O)/C1=C\c1ccc(C(C)(C)C)cc1	30	-11	13	-7	-4	-66	0	1
37	Cn1c(=O)c2[nH]cnc2n(-c2ccccc2)c1=O	0	8	-17	-9	-8	-4	2	1
38	O=C(CSc1nc(=O)n(CCN2CCOCC2)c2c1CCCC2)Nc1cccc([N+](=O)[O-])c1	4	1	0	-5	13	18	13	-11
39	COc1cccc(CC(=O)N2CCC(n3nccc3NC(=O)C3CCOC3)CC2)c1 (centres undefined)	8	-1	-3	17	-4	11	-1	0
40	O=C(CSc1nnc(-c2cccnc2)o1)Oc1ccccc1	-37	8	-5	3	-2	9	23	7
41	Cc1ccc(NC(=O)c2c([N+](=O)[O-])c(C(C)(C)C)nn2C)c(C)c1	5	5	1	-37	-4	-12	5	-1
42	Cc1ccc(OCCCC(=O)Nc2nnc(C3CCCO3)s2)c(C)c1 (centres undefined)	-2	0	-8	3	7	8	3	-8
43	COc1ccc(NC(=O)Nc2cc(F)ccc2C)cc1	6	5	-5	0	-4	0	12	4
44	O=S(=O)(Nc1ccc(S(=O)(=O)N2CCCC2)cc1)c1ccc(F)cc1	7	-4	-3	9	2	20	-17	-1
45	Cc1ccc(C(=O)NNC(=O)C2CSC3(C)CCC(=O)N23)cc1 (centres undefined)	2	3	4	-3	-3	15	-6	-1
46	O=c1[nH]c(SCc2ccc(Cl)cc2)nc2c1CCC2	12	-12	-5	0	-7	-30	20	-4
47	CSc1nnc(C)c(=O)n1COC(=O)c1ccc(S(=O)(=O)N2CCCC2)cc1	0	4	-1	-1	1	19	2	-1
48	CCOc1ccc(CN(C)C(=O)CNC(=O)c2ccc3ccccc3c2)cc1OC	13	1	15	-13	-8	15	4	9
49	O=C(NCCN1CCCC1)c1ccc(Cl)cc1Cl	-3	5	-14	-3	3	-7	12	8
50	COc1ccc(/C=C/C(=O)O)cc1S(=O)(=O)N1CCCc2ccccc21	3	2	1	7	-8	14	-8	1
51	COCCCN(C(=O)c1ccc2ccccc2n1)c1c(N)n(Cc2ccccc2)c(=O)[nH]c1=O	-1	1	-11	-30	7	-25	-16	11
52	Cc1ccccc1-n1c(SCC(=O)Nc2ccccc2Cl)nc2n[nH]c(C)c2c1=N	20	13	10	12	-2	-23	28	-8
53	CC(NC(=O)C(=O)NCCCn1ccnc1)c1ccccc1 (centres undefined)	-4	-15	-6	-6	-11	4	1	-8
54	COc1ccc(OCCCC(=O)NCCc2ccccc2)cc1	-144	11	-8	3	-3	-6	4	-6
55	CC(C)(C)NC(=O)COc1ccc2oc3c(c2c1)CCCC3	25	6	2	4	-2	-4	39	7
56	CS(=O)(=O)c1ccc(Cl)c(NC(=O)CN2C(=O)C3CCCCC3C2=O)c1 (centres undefined)	6	-1	1	5	-5	8	-14	7

# Structures listed above shown as hits in 697 NFkB inh.
no.	smiles	UBC13 polyUb	EBI2 block	Jurkat NFkB inh	SENP8 block	697 NFkB inh	CCR6 antagonist
17	C=CCOc1ccccc1CN(C(=O)CCl)c1ccc2c(c1)OCO2	8	-6	-3	-4	42*	13

# Carrying on:
cpd	molecule	Apaf1 inhib	UBC13 polyUb	EBI2 block	Jurkat NFkB inh	SENP8 block	697 NFkB inh	Gli-Sufu antag	CCR6 antagonist
57	CC(/C=C/c1ccc2c(c1)OCO2)=N/NC(=O)c1ccc(C)nc1	10	-18	-12	23	3	-11	-12	18
58	COc1ccc(C)cc1NC(=O)C(OC(=O)CNC(=O)c1cc(C)cc(C)c1)c1ccccc1 (centres undefined)	13	8	-7	-12	-4	-5	-2	24
59	CCOC(=O)[C@@H]1[C@H]2COc3ccc(Br)cc3[C@@H]2N2C(=O)N(c3ccc(C(F)(F)F)cc3)C(=O)[C@@]12C	19	10	9	1	-3	4	-1	1
60	CCCC1(c2ccccc2)NC(=O)N(CC(=O)Nc2cc(C)on2)C1=O (centres undefined)	3	-4	3	8	-9	6	0	-6
61	O=C(Nc1ccc(Cl)cc1)Nc1nnc(CSCc2ccccc2)s1	-5	-21	-3	8	-5	-33	16	8
62	CCOc1ccc(C2C(C#N)=C(N)Oc3cc(C)oc(=O)c32)cc1 (centres undefined)	2	6	-7	7	-1	23	-1	0
63	Cc1ccc(C(C(=O)NC2CCCCC2)N(Cc2ccco2)C(=O)Cn2cnc3ccccc32)cc1 (centres undefined)	28	-6	3	-14	-4	-44	2	5
64	CCc1noc(C)c1C(=O)N1CCN(S(=O)(=O)c2cccs2)CC1	28	6	-3	14	-16	5	0	1
65	CCOCCCn1c(=NC(=O)c2cccs2)c(C#N)cc2c(=O)n3cccc(C)c3nc21	3	-10	7	-12	-3	-2	14	20
66	Cc1[nH]c2ccccc2c1C(=O)CN1CCCCC1C (centres undefined)	-5	4	3	25	-3	9	-2	12

# A few values from above.
# no. 64 – Jurkat NFkB inh: 14
# no. 65 – UBC13 polyUb: -10
# no. 60 – EBI2 block: 3

# Bioassay records deposited in PubChem BioAssay by Sanford-Burnham Center for Chemical Genomics.
